# Pol iota inh = qHTS for Inhibitors of Polymerase Iota; DNA polymerase iota (Homo sapiens), Q9UNA4; Potency, µM (doses to about 115 µM), for inactives: at the highest dose activity, negative = inhibition, most hits filed as inhibitors; 390,000 compounds, 1% hits; Pol iota fluorescent replication assay, 10 min; AID 588590, 2011; note: potency is the fitted concentration of half-maximal effect
# Target sequence (Q9UNA4 whole entry, looked up): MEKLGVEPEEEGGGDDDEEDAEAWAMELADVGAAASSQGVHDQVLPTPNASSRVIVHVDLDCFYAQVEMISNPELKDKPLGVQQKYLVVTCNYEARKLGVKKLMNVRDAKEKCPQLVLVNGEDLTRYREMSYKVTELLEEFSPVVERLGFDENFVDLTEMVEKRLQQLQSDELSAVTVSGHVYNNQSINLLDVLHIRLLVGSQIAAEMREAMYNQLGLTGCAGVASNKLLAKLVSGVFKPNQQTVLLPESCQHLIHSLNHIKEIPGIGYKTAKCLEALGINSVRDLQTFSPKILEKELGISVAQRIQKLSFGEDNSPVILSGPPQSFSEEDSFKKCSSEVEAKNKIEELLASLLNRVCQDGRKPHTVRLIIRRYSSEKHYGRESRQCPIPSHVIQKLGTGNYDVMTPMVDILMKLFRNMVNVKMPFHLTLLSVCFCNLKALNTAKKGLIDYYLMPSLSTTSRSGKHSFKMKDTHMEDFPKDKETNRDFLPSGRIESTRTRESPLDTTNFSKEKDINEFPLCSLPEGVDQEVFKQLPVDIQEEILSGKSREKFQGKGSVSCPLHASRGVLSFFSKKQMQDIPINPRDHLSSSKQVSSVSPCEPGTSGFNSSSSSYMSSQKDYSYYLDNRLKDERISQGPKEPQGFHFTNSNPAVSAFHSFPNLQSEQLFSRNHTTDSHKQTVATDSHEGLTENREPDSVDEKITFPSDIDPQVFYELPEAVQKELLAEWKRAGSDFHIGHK
#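 Pol iota at 10 nM preincubated 15 min with compounds at room temperature; reaction started with fluorescent substrate, 50 nM final. Fluorescence read kinetically at 0 and 10 min; buffer-only wells as negative control.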
# BLM helicase inh = qHTS Assay for Inhibitors of Bloom's syndrome helicase (BLM); recombinant BLM DNA unwinding, fluorescence dequenching; Potency, µM (highest dose often 56.1 µM), without a hit: at the top dose activity change, negative = inhibition, actives largely listed as inhibitors; 350,000 compounds, 0.2% hits;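 note: potency is the fitted concentration of half-maximal effect; plate controls were vehicle for no effect and no enzyme for full effect; nearly all actives have a fitted effect of over 35% in size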
# POLK inh = qHTS for Inhibitors of Polymerase Kappa; purified Pol kappa, fluorescent DNA synthesis assay, 10 min; 400,000 compounds, 0.53% hits; DNA polymerase kappa (Homo sapiens), Q9UBT6; Potency, µM (doses to about 107 µM), inactives show top-dose activity, negative = inhibition, actives largely listed as inhibitors; note: potency is the fitted concentration of half-maximal effect; % is set by controls: 0 for no effect and ±100 for the full control effect
#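 10 nM Pol kappa was preincubated with compounds for 15 min at room temperature. Reaction started with 50 nM (final) substrate. Fluorescence read kinetically at 0 and 10 min.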
# Pol eta inh = qHTS for Inhibitors of Polymerase Eta; DNA polymerase eta (Homo sapiens), Q9Y253; recombinant Pol eta, fluorescent DNA replication assay; Potency, µM (doses to about 114 µM), for inactives: at the highest dose activity change, negative = inhibition, most hits filed as inhibitors; 390,000 compounds, 1.2% hits; AID 588591, 2011; note: potency is the fitted concentration of half-maximal effect; % is set by controls: 0 for no effect and ±100 for the full control effect
#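 Pol eta at 10 nM preincubated with compounds 15 min at room temperature; reaction started with fluorescent substrate (50 nM final) and read kinetically at 0 and 10 min.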
# RXFP1 antag = qHTS Assay for Antagonists of the Relaxin Receptor RXFP1; Relaxin receptor 1 (Homo sapiens), Q9HBX9; HEK293-RXFP1, relaxin-stimulated cAMP HTRF, 30 min; hits give low values; activity change, negative = inhibition, % at 57.5 µM; 350,000 compounds, 0.59% hits;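 active = activity change of -60% or lower, but not beyond a set lower limit; inconclusive = change between -60% and -40%, or beyond the set limit; inactive = change above -40%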; note: % is set by controls: 0 for no effect and ±100 for the full control effect
# POLB inh = qHTS Assay for Inhibitors of DNA Polymerase Beta; P06746; Pol beta primer extension/strand displacement, fluorescence kinetic; Potency, µM (series often up to 114 µM), for inactives: at the top dose activity change, negative = inhibition, usual class: inhibitors; 340,000 compounds, 1.3% hits; AID 485314, 2010; note: potency is the fitted concentration of half-maximal effect; % is set by controls: 0 for no effect and ±100 for the full control effect
#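 Pol beta (10 nM) and compounds were preincubated 15 min at room temperature, then 50 nM substrate (final) started primer extension/strand displacement. Reads were taken at 0 and 10 min; concentration-response data were fitted to a four-parameter Hill equation.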
# Apoferritin bind = qHTS Assay for Identification of Novel General Anesthetics; Ferritin light chain (Equus caballus), P02791; Potency, µM (doses to about 77.5 µM), inactives show top-dose activity change, negative = displacement, most hits filed as inhibitors; 350,000 compounds, 0.074% hits; apoferritin/1-aminoanthracene competitive binding, fluorescence; AID 485281, 2010; note: potency is the fitted concentration of half-maximal effect; % is set by controls: 0 for no effect and ±100 for the full control effect; nearly all actives have a fitted effect of over 20% in size
#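 Steps: apoferritin (10 uM) was premixed with half-saturated 1-AMA in PBS, compounds were pin-transferred, plates stood 10 min at room temperature, fluorescence was read at 380/535 nm, and curves were fitted with a Hill equation.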
# Tb PGK inh = qHTS Assay to Find Inhibitors of Phosphoglycerate Kinase. AID 602233, 2012. PGK/GAPDH coupled, Kinase-Glo luminescence, 60 min. Potency, µM (series often up to 57.5 µM), without a hit: top-dose activity change, negative = inhibition, most hits filed as inhibitors. Phosphoglycerate kinase, glycosomal (Trypanosoma brucei brucei), P07378. 380,000 compounds, 0.043% hits; note: potency is the fitted concentration of half-maximal effect; % is set by controls: 0 for no effect and ±100 for the full control effect; nearly all actives have a fitted effect of over 60% in size
#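 Luminescent ATP detection (Kinase-Glo Plus) follows a 60-minute room-temperature incubation, with wells lacking PGK as controls. Buffer: 100 mM TEA (pH 7.6), 5 mM MgCl2, 0.01% Tween-20. Coupling enzyme GAPDH (100 nM final) supplies unstable 1,3-BPG in-well.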
# APE1 inh = qHTS Assay for Inhibitors of the Human Apurinic/apyrimidinic Endonuclease 1 (APE1); DNA repair nuclease/redox regulator APEX1 (Homo sapiens), P27695; recombinant APE1, TAMRA/BHQ-2 abasic DNA cleavage fluorescence; Potency, µM (highest dose often 65.8 µM), for inactives: at the highest dose activity change, negative = inhibition, hits mostly inhibitors; 350,000 compounds, 0.35% hits; AID 2517, 2012;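 note: potency is the fitted concentration of half-maximal effect; plate controls were vehicle for no effect and reference inhibitor for full effect; nearly all actives have a fitted effect of over 55% in size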
# Target sequence (P27695 whole entry, looked up): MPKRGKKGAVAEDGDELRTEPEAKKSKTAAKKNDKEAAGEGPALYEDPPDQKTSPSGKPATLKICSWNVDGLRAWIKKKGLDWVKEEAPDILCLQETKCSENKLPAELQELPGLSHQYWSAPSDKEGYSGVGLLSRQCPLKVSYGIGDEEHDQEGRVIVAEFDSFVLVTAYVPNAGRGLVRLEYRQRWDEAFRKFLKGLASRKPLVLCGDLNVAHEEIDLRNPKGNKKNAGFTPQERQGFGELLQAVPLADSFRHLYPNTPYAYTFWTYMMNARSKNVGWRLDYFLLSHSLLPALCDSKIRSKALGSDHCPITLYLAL
#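 Enzyme (0.75 nM final) and test compound are incubated 15 min at room temperature before adding 50 nM quenched THF abasic-site duplex. Cleavage dequenches TAMRA, followed at 525/598 nm over three reads one minute apart.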
# An asterisk follows results filed as active; i = inactive; ? = inconclusive; · = no result given; & = joins results of further samples; [ ] = remark or other dose. Unless noted, calls come from the whole dose curve; as a rule, active = well fitted curve in the direction sought with a large enough effect; inconclusive = small, poorly fitted or top-dose-only effect, or another doubt; inactive = no such curve, though single readings can be large; an effect the other way counts as inactive or inconclusive. The list is partial; count on the stated rates, not on these rows.
entry	molecule	Pol iota inh	BLM helicase inh	POLK inh	Pol eta inh	RXFP1 antag
1	COc1ccc(-c2cc3ccccc3n2CC(O)CNCCO)cc1 (stereo not given)	-3%	-1%	-8%	?	-10
2	CCCC(=O)N1CCN(S(=O)(=O)c2cc(Cl)ccc2OC)CC1	1%	0%	0%	-13%	-3
3	CCOc1ccc(Oc2c(/C=N/NC(=O)C3CC3)c(C)nn2-c2ccccc2)cc1	11%	-5%	-12%	-10%	-3
4	C=CCn1c(SCC(=O)OCC)nc2cc(C(=O)NCc3ccco3)ccc2c1=O	2%	-10%	-16%	4%	-15
5	Cc1ccc(NC(=O)c2c(C)oc3ccc(O)c(CN4CCOCC4)c23)c(C)c1	-13%	-2%	-23%	-10%	-5
6	FC(F)(F)c1cccc(NC(=S)NCCN2CCOCC2)c1	20%	1%	-8%	-3%	7
7	Cn1c(SCC(=O)Nc2ccc3c(c2)OCCO3)nnc1-c1ccco1	8%	-1%	-6%	1%	-3
8	CC1CCCCC1NC(=O)CSc1nncs1 (stereo not given)	-18%	0%	-6%	-1%	-10
9	CCOC(=O)c1oc2ccc(Br)cc2c1CSc1nnc(C)s1	12%	-4%	-13%	-3%	-3
10	CCC(=O)NC(=S)Nc1ccc2oc(-c3ccc(OC)cc3)nc2c1	4%	5%	-2%	7%	24
11	CCCc1cc(C(=O)N2CCCC(N3CCN(c4ccc(F)cc4)CC3)C2)no1 (stereo not given)	30%	-2%	-10%	-18%	-29
12	CCc1ccccc1NC(=O)c1nnn(-c2ccc(F)cc2)c1C	32%	-6%	5%	-20%	·

entry	POLB inh	Apoferritin bind	Tb PGK inh	APE1 inh
1	15%	-15%	-7%	2%
2	15%	-7%	0%	0%
3	-4%	-13%	i	-12%
4	0%	?	-4%	6%
5	?	1%	6%	·
6	51%	6%	2%	3%
7	15%	-9%	1%	1%
8	5%	-19%	0%	1%
9	-2%	?	4%	-2%
10	11%	6%	-6%	-2%
11	26%	-2%	i	3%
12	2%	1%	1%	·

# Down the list, from the results shown.
# Nos. 3 to 10 in RXFP1 antag: -3, -15, -5, 7, -3, -10, -3, 24

# Returning to the listing, repeating the 2 entries before the break.
entry	molecule	Pol iota inh	BLM helicase inh	POLK inh	Pol eta inh	RXFP1 antag
11	CCCc1cc(C(=O)N2CCCC(N3CCN(c4ccc(F)cc4)CC3)C2)no1 (stereo not given)	30%	-2%	-10%	-18%	-29
12	CCc1ccccc1NC(=O)c1nnn(-c2ccc(F)cc2)c1C	32%	-6%	5%	-20%	·
13	COC(=O)Nc1ccc(Cc2ccncc2)cc1	16%	2%	-6%	-4%	-5
14	COc1cc(SC)ccc1C(=O)Nc1nc(C)cs1	-13%	4%	-2%	5%	-9
15	Nc1nc(=S)c2ncn([C@H]3O[C@@H](CO)[C@@H](O)[C@@H]3O)c2[nH]1	·	5%[21.4 µM]	-8%[12 µM]	·	·
16	Cc1ccc(NC(=O)Cn2nnc3sc4c(c3c2=O)CCC(C)C4)cc1 (stereo not given)	20%	-9%	-9%[60.1 µM]	-13%	10
17	Cc1ccccc1NC(=O)Cn1c(=O)n(CCCC(=O)NCc2ccc3c(c2)OCO3)c(=O)c2ccccc21	11%	-4%	10%	-9%	·
18	CCc1ccccc1N1C(=O)N(Cc2cc(=O)n3ccccc3n2)c2ccccc2S1(=O)=O	-2%	-3%	-6%[60.1 µM]	-10%	·
19	O=C(O)c1ccc(OCC2CCCO2)cc1 (stereo not given)	25%	4%	2%	-12%	2
20	Cc1cc(C)n(-c2nc(Nc3ccccc3C)nc(-n3nc(C)cc3C)n2)n1	·	0%	·	·	·
21	Cc1ccc(Cl)cc1-n1ncc2c(Nc3ccc4c(c3)OCCO4)ncnc21	-2%	-4%	-5%[60.1 µM]	-15%	-6
22	Cc1cc(C)nc(SCC(=O)Oc2ccc3oc(=O)cc(C)c3c2)n1	1%	-1%	0%	-1%	7
23	O=C(CSc1nnc(-c2cccnc2)n1-c1ccc(F)cc1)NCc1ccc2c(c1)OCO2	-13%	7%	-5%	-8%	-5
24	O=C1CC(N(Cc2ccc3c(c2)OCO3)C(=O)Nc2ccc(F)cc2)C(=O)N1c1ccccc1 (stereo not given)	76%[activator]	-2%	9%	-13%	10

entry	POLB inh	Apoferritin bind	Tb PGK inh	APE1 inh
11	26%	-2%	i	3%
12	2%	1%	1%	·
13	-22%	-12%	i	0%
14	0%	-9%	-9%	-1%
15	·	-4%[29.3 µM]	·	11%[21 µM]
16	4%	-14%	11%	·
17	-3%	0%	-3%	·
18	1%	-21%	10%	·
19	37%	3%	-4%	-5%
20	-2%	-12%	·	-3%
21	1%	-4%	-9%	·
22	9%	-4%	-2%	-2%
23	11%	-3%	-1%	14%
24	7%	-1%	-7%	19%

# Single values from the results shown:
# entry 14 @ APE1 inh: -1%
# entry 21 @ Pol eta inh: -15%

# The list goes on.
entry	molecule	Pol iota inh	BLM helicase inh	POLK inh	Pol eta inh	RXFP1 antag
25	COC(=O)c1cccc(NC(=O)c2cnoc2C)c1	-12%	-14%	-4%	-3%	4
26	COc1cc(C(=O)NCC(=O)Nc2ccc(F)c(F)c2)ccc1OCC(=O)N1CCOCC1	57%[activator]	·	-5%	-9%	-8
27	C/C(=N\NC(=O)c1cc(C2CC2)nc2ccccc12)c1ccc(O)cc1O	15%	-6%	10%	-8%	6
28	CCC(C)[C@H](NC(=O)NC1CCCc2ccccc21)C(=O)OC (stereo not given in full)	-9%[58.9 µM]	2%	-1%	-19%	0
29	Clc1cc(Br)ccc1NCc1cccnc1	2%	-6%	-18%	-5%	8
30	Cc1cccc(OCC(=O)Nc2nonc2-c2ccc(Br)cc2)c1C	4%	-8%	-3%	·	-8
31	O=C(O)c1ccc(CN2CCCCC2)o1	77%[activator]	0%	-13%	-1%	3
32	OC1(c2ccccc2F)CCN(Cc2nnnn2CCc2ccccc2)CC1	1%	-2%	-6%	-2%	-3
33	COc1ccc(Cn2ccnc2SCC(=O)Nc2ccccc2)cc1	3%	-4%	-2%	-23%	-23
34	CSc1nc(-c2ccc(Cl)cc2)c(C#N)c(=O)[nH]1	71%[activator]	-1%	-12%	-6%	-2
35	C=CCN(c1ccc(C(=O)NC(C)C)cc1)S(C)(=O)=O	-4%[58.9 µM]	1%	-6%	5%	23
36	CCc1[nH]c(=S)c(C#N)c(-c2ccccc2)c1C(=O)OC	5%	-4%	-5%	-15%	39

entry	POLB inh	Apoferritin bind	Tb PGK inh	APE1 inh
25	14%	1%	-5%	-2%
26	·	·	-10%	16%
27	39%	-7%	-4%	-4%
28	20%	2%	-1%	3%
29	28%	?	1%	-6%
30	?	1%	·	·
31	12%	-13%	1%	12%
32	1%	-3%	-1%[11.5 µM]	1%
33	0%	?	-3%	29%
34	3%	1%	5%	-3%
35	13%	-8%	-5%	-1%
36	18%	-12%	7%	-16%

# (list continues)
entry	molecule	Pol iota inh	BLM helicase inh	POLK inh	Pol eta inh	RXFP1 antag
37	CCc1ccc(NC(=O)c2ccc(F)c(S(=O)(=O)NCCc3ccc(OC)c(OC)c3)c2)cc1	?	-8%	-5%[60.1 µM]	-4%	-35
38	COc1cccc(C(c2sc3nc(-c4ccco4)nn3c2O)N2CCOCC2)c1 (stereo not given)	23%	2%	-5%[60.1 µM]	-15%	-8
39	O=C(NC(=S)N1CCCCC1CO)c1cc(Br)ccc1Cl (stereo not given)	21%	·	-2%	-23%	4
40	Cn1nc(C(=O)NCc2cccc(Cl)c2)c2c1-c1ccccc1S(=O)(=O)C2	9%&23%	-2%&1%	-13%&-9%	?	-7&6
41	Cc1cccc(NC(=O)C2CC(=O)N(c3ccccc3)C2)c1C (stereo not given)	0%	-3%	-9%	-4%	-6
42	CSc1nc(C)cc(OCNC(=O)c2cccs2)n1	33%[activator]	-2%	1%	-15%	9
43	Cc1cc(C)c2c(CN3CCN(Cc4ccc5c(c4)OCO5)CC3)cc(=O)oc2c1C	18%	1%	-1%	-12%	-5
44	O=C(CCN1C(=O)c2ccc(Br)cc2C1=O)NC1CCCCC1	14%	-2%	-11%	-6%	-10

entry	POLB inh	Apoferritin bind	Tb PGK inh	APE1 inh
37	-1%	?	-9%	·
38	3%	-9%	9%	·
39	·	·	i	4%
40	1%&-27%	7%&2%	-3%	1%
41	5%	-3%	2%	-2%
42	28%	-9%	-6%	2%
43	11%	-17%	-2%	-3%
44	62%	-2%	0%	4%

# Results in Pol eta inh (3 entries from above):
cpd | smiles | Pol eta inh
19 | O=C(O)c1ccc(OCC2CCCO2)cc1 (stereo not given) | -12%
32 | OC1(c2ccccc2F)CCN(Cc2nnnn2CCc2ccccc2)CC1 | -2%
26 | COc1cc(C(=O)NCC(=O)Nc2ccc(F)c(F)c2)ccc1OCC(=O)N1CCOCC1 | -9%

# Source: PubChem (National Center for Advancing Translational Sciences (NCATS))
